HTT aggregate: mutant huntingtin aggregation inhibition; PC12 HttQ103-GFP aggregates, Acumen cytometry, 40 h; Potency, µM (titrated, usually from 46.1 µM), inactives show at the top dose activity change, negative = inhibition, hits mostly inhibitors; 220,000 tested, 1.1% active; note: potency is the fitted concentration of half-maximal effect; % is set by controls: 0 for no effect and ±100 for the full control effect; nearly all actives have a fitted effect of over 60% in size
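Inducible Q103 Huntingtin exon 1–GFP PC12 line, 1500 cells/well in phenol red free DMEM with 5% equine and 5% calf serum. Tebufenozide 100 nM induced expression; compounds titrated; aggregates quantified by cytometry.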
IMPase Li inh: cell-permeable IMPase inhibitors with lithium potentiation | CHO-M1 cells, IP1 TR-FRET (IP-One), carbachol + lithium | 210,000 tested, 0.35% active | Potency, µM (doses to about 59.4 µM), for the others: top-dose activity, negative = IMPase inhibition, actives largely listed as inhibitors | AID 1457;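 note: IP1 builds up when IMPase is blocked and the TR-FRET signal falls; potency is the fitted concentration of half-maximal effect; plate controls were basal vehicle for no effect and high inhibitor control for full effect; nearly all actives have a fitted effect of over 50% in size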
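Steps: plate 2000 CHO-M1 cells per well and culture 16–30 h; add compound and lithium; incubate 30 min, 37C; add d2-IP1 tracer and Eu cryptate anti-IP1 antibody in lysis buffer; read after 10 min at room temperature.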
Epigenetic reg: derepresses silenced GFP reporter in murine cells | murine LDR cells, GFP reporter derepression, 30 h | 280,000 tested, 0.2% active | AID 1865 | Potency, µM (highest dose often 53.9 µM), for inactives: top-dose GFP activation, usual class: activators; note: potency is the fitted concentration of half-maximal effect; % of control where 0% means no effect; nearly all actives have a fitted effect of over 60% in size
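Derepression of a silenced CMV-GFP reporter in murine LDR cells is scored by enumerating GFP-positive cells with a laser-scanning microplate cytometer after 30 hours of treatment at 37 C.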
CBFb RUNX1 block: CBF-beta/RUNX1 interaction disruption; Q01196+Q13951; AlphaScreen CBFb-His/RUNX1-biotin binding, biochemical; Potency, µM (top dose mostly 59.8 µM), without a hit: at the top dose activity, negative = inhibition, most hits filed as inhibitors; 230,000 tested, under 10 active; AID 1477; note: % of control where 0% means no effect
Target sequence (Q01196 whole entry, looked up): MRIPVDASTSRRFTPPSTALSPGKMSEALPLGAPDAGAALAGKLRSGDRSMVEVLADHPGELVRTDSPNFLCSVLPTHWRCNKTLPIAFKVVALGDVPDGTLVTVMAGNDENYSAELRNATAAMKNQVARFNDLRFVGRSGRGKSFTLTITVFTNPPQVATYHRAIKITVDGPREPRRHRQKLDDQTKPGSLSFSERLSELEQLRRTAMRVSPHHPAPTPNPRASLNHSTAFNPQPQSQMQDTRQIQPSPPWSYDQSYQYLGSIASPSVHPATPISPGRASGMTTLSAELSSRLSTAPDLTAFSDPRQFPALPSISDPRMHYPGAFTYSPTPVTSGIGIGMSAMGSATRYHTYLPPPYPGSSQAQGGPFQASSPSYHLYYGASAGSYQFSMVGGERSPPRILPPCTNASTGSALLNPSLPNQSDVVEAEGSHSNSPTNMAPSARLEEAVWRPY
Target sequence (Q13951 whole entry, looked up): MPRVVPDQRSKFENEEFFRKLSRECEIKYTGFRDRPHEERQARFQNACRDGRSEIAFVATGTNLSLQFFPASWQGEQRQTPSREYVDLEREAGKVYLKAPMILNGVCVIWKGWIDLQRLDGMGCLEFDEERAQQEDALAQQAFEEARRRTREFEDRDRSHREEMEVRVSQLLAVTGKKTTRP
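Interaction loss through any mechanism counts as activity. Pre-formed complex of His-CBF-beta and biotin-RUNX1 (30 nM apiece) is incubated with compound 15 min, then with 50 ng nickel and 50 ng streptavidin beads for 90 min before AlphaScreen detection.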
KinaseGlo FLuc: counter-screen: inhibitors of Kinase-Glo firefly luciferase | Q27757 | Kinase-Glo luciferase, ATP luminescence, 8 min | Potency, µM (top dose mostly 38.3 µM), inactives show at the top dose activity change, negative = inhibition, usual class: inhibitors | 200,000 tested, 0.28% active; note: potency is the fitted concentration of half-maximal effect; % is set by controls: 0 for no effect and ±100 for the full control effect; nearly all actives have a fitted effect of over 60% in size
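Kinase-Glo luciferase light output from ATP and luciferin was measured with 10 uM ATP, within the enzyme's linear range. Buffer: 50 mM imidazole pH 7.2, 50 mM KCl, 7 mM MgCl2, 0.01% Tween 20, 0.05% BSA; luminescence read after 8 min at ambient temperature.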
NPSR antag: antagonists of human neuropeptide S receptor cAMP signaling; Q6W5P4; CHO-NPSR cells, cAMP TR-FRET, antagonist mode; Potency, µM (series often up to 38.3 µM), for the others: at the highest dose activity change, negative = inhibition, most hits filed as inhibitors; 220,000 tested, 1% active; AID 1461; note: potency is the fitted concentration of half-maximal effect; % is set by controls: 0 for no effect and ±100 for the full control effect; nearly all actives have a fitted effect of over 50% in size; many of its hits are not listed in these tables
Target sequence (Q6W5P4 whole entry, looked up): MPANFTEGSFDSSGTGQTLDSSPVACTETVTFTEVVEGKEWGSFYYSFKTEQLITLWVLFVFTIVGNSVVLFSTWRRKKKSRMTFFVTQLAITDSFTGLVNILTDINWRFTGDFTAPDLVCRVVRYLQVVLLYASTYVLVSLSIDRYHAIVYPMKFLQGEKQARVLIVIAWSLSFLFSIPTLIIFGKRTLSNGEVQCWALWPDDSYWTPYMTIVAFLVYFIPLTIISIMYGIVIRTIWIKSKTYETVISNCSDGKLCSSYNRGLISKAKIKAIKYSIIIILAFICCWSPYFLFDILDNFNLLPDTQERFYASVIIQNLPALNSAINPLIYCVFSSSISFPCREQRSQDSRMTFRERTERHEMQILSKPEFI
LMNA splice mod: modulators of lamin A splicing | HeLa LMNA splicing GFP/RFP minigene ratio, 48 h | Potency, µM (highest dose often 46.1 µM), without a hit: top-dose ratio change, negative = inhibition, actives largely listed as inhibitors | 200,000 tested, 0.01% active | AID 1487; active = well fitted inhibition curve with a large enough effect in the signal ratio, with a control signal flat, not every such curve was filed as active; inconclusive = small, poorly fitted or top-dose-only effect, or effect the other way, or a change in a side signal; the % refers to the signal ratio; note: potency is the fitted concentration of half-maximal effect; % is set by controls: 0 for no effect and ±100 for the full control effect
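Read-out is the ratio of GFP to DsRed2 object intensity, acquired by 488 nm laser-scanning cytometry on HeLa lamin A-EGFP minigene reporter cells. Compound incubation 48 hrs at 37 °C in Opti-MEM with 2% FBS; DMSO 0.5% final.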
An asterisk follows results filed as active; ? = inconclusive; · = not tested or not shown; [ ] = another dose, or the depositor's remark. Unless noted, calls come from the whole dose curve; as a rule, active = well fitted curve in the direction sought with a large enough effect; inconclusive = small, poorly fitted or top-dose-only effect, or another doubt; inactive = no such curve, though single readings can be large; an effect the other way counts as inactive or inconclusive.

SMILES	HTT aggregate	IMPase Li inh	Epigenetic reg	CBFb RUNX1 block	KinaseGlo FLuc	NPSR antag	LMNA splice mod
COc1ccc(C(=O)COC(=O)CNS(=O)(=O)c2ccc(C)cc2)cc1	25.1µM*	-4.4%	2.3%	-0.9%	1.1%	-17.2%[46.1 µM]	3.1%
O=C(c1cc(-c2ccccc2O)on1)N1CCCC1	20.5%	-7.7%[38.3 µM]	0.7%	-3.0%	-5.1%	-5.2%[46.1 µM]	-6.0%
CC(=O)c1ccc(N2CCN(C(=O)c3ccc(NC(=O)C4CCCO4)cc3)CC2)cc1 (stereo not drawn)	-12.9%	22.1%[38.3 µM]	0.9%	2.8%	-2.5%	-18.0%[46.1 µM]	-3.0%
Cc1ccc(NC(=O)N[C@H](C(=O)O)C(C)C)c(C)c1	12.2%[9.22 µM]	·	-0.5%	4.0%	·	13.8%	·
COC(=O)c1ccc(C(=O)OC)c(NC(=S)N2CCN(c3ccccn3)CC2)c1	-3.3%[9.22 µM]	8.2%	-0.3%	-12.0%	-0.1%	-9.7%	-8.3%[46 µM]
CC12CCC(C(=O)NCCCN3CCOCC3)(C(Br)C1=O)C2(C)C (stereo not drawn)	-2.0%[9.22 µM]	·	0.1%	10.9%	·	7.1%	·
CCOC(=O)c1cc(-c2ccc(C)cc2)nc2nc(SC)[nH]c(=O)c12	-11.5%	-12.2%	0.0%	6.8%	-1.2%	-11.8%	1.3%
CN(C)C(=O)c1cc(C(=O)c2ccccc2C(F)(F)F)c[nH]1	-30.6%	0.5%	-0.3%	-1.2%	-0.4%	8.0%	16.8%[46 µM]
O=C(Nc1ccc(OCc2ccccc2)cc1)c1ccccc1	-7.5%	-5.4%	-0.2%	2.4%	-10.1%	6.0%	-3.7%[46 µM]
CN(C)c1ccc(-c2nc(N(C)Cc3ccco3)c3ccccc3n2)cc1	·	16.3%	1.5%	·	-6.7%	·	?
CC(C)C(NC(=S)NCc1ccccc1)C(=O)O (stereo not drawn)	4.9%	25.1%[38.3 µM]	4.2%	6.0%	-2.3%	2.9%[46.1 µM]	4.1%
Cc1[nH]c2ccc(F)cc2c1CCNC(=O)C1CCCCC1C(=O)OCC(F)(F)F (stereo not drawn)	14.0%	13.4%	0.0%	1.7%	5.8%	-33.7%	-5.2%
CC1C2CC(CC1(C)C)N(C(=O)Nc1ccc3nccnc3c1)C2 (stereo not drawn)	-1.3%	-3.4%[38.3 µM]	-0.9%	1.0%	1.5%	-8.5%[46.1 µM]	-2.5%
O=C(COc1ccc(Cl)cc1Br)NNC(=O)C(=O)N1CCCCC1	-11.3%	-1.2%[38.3 µM]	0.0%	7.6%	-2.7%	-2.8%[46.1 µM]	-11.2%
COc1ccc(C(=O)NC(=S)N(C)Cc2ccccc2)cc1Br	·	7.4%	-1.1%	1.9%	1.3%	-9.7%	11.8%[46 µM]
Cc1noc(C)c1COC(=O)c1cc2c(C)nn(-c3ccc(F)cc3)c2s1	10.2%	0.5%[38.3 µM]	-0.7%	-0.6%	-1.8%	4.5%[46.1 µM]	5.7%
O=C1NC(=S)N/C1=C\C=C\c1ccccc1	-3.1%[9.22 µM]	·	-1.2%	11.6%	·	-12.2%	·
O=C(COc1cccc2ccccc12)NNC(=O)CSCCO	4.9%	-6.9%	0.0%	4.8%	-0.7%	7.3%	5.6%
Cc1ccc(C(=O)COC(=O)CNC(=O)c2ccc(N3C(=O)c4ccccc4C3=O)cc2)cc1C	15.7%	-5.4%	2.5%	5.8%	0.2%	15.7%	-9.6%
COc1cccc(C(=O)Nc2cc3c(cc2Br)OCCCO3)c1	7.1%	0.7%	-1.1%	6.9%	-7.3%	0.5%	-2.4%
COc1ccccc1N/N=C1\COC(C)(C)CC1=O	-21.3%[9.22 µM]	·	-1.8%	-6.3%	·	31.2%	·
COC(=O)C(C(=O)Nc1ccccc1C)C1CCCC1 (stereo not drawn)	10.7%	-3.8%[38.3 µM]	2.3%	2.8%	-6.9%	-13.1%[46.1 µM]	11.2%
COc1ccc(C2=NOC(C(=O)NCc3ccco3)C2)cc1OC (stereo not drawn)	-8.5%	6.1%[38.3 µM]	-0.4%	-0.7%	-5.5%	3.3%[46.1 µM]	?
N#Cc1ccc(N2Cc3ccccc3/C2=N/C(=O)Nc2ccc(Cl)cc2)cc1	-3.2%	-11.1%	6.1%	0.9%	-1.4%	-21.4%	1.1%

One compound at a time, from the list above. Values in the order: HTT aggregate, IMPase Li inh, Epigenetic reg, CBFb RUNX1 block, KinaseGlo FLuc, NPSR antag, LMNA splice mod
Cc1noc(C)c1COC(=O)c1cc2c(C)nn(-c3ccc(F)cc3)c2s1 reads 10.2%, 0.5%[38.3 µM], -0.7%, -0.6%, -1.8%, 4.5%[46.1 µM], 5.7%
COC(=O)C(C(=O)Nc1ccccc1C)C1CCCC1 (stereo not drawn) reads 10.7%, -3.8%[38.3 µM], 2.3%, 2.8%, -6.9%, -13.1%[46.1 µM], 11.2%

The listing picks up; the 4 compounds before the break are reprinted first.
SMILES	HTT aggregate	IMPase Li inh	Epigenetic reg	CBFb RUNX1 block	KinaseGlo FLuc	NPSR antag	LMNA splice mod
COc1ccccc1N/N=C1\COC(C)(C)CC1=O	-21.3%[9.22 µM]	·	-1.8%	-6.3%	·	31.2%	·
COC(=O)C(C(=O)Nc1ccccc1C)C1CCCC1 (stereo not drawn)	10.7%	-3.8%[38.3 µM]	2.3%	2.8%	-6.9%	-13.1%[46.1 µM]	11.2%
COc1ccc(C2=NOC(C(=O)NCc3ccco3)C2)cc1OC (stereo not drawn)	-8.5%	6.1%[38.3 µM]	-0.4%	-0.7%	-5.5%	3.3%[46.1 µM]	?
N#Cc1ccc(N2Cc3ccccc3/C2=N/C(=O)Nc2ccc(Cl)cc2)cc1	-3.2%	-11.1%	6.1%	0.9%	-1.4%	-21.4%	1.1%
Cc1ccccc1NC1=C(Cl)C(=O)OC1OC(C)C (stereo not drawn)	-1.6%	34.4%[38.3 µM]	4.3%	2.4%	-1.3%	-2.4%[46.1 µM]	0.3%
CCOC(=O)Nc1ccc2c(c1)N(C(=O)OC)c1ccccc1CC2	-3.3%	-1.2%[38.3 µM]	0.0%	-3.2%	-0.4%	-8.2%[46.1 µM]	?
CCC(C)(C(=O)NC1CCCC1)N(Cc1cccs1)C(=O)c1ccc2c(c1)OCO2 (stereo not drawn)	-5.2%	16.4%	-1.1%	5.3%	6.5%	5.1%	-5.0%
O=C(CSc1nc2ccccc2n1CCc1ccccc1)NC1CC1	?	·	-0.9%	6.0%	·	-12.9%[46.1 µM]	?
Cc1cc(C)c(OCCCON2C(=O)CCC2=O)c(Br)c1	-0.5%	6.8%	1.2%	5.1%	-2.7%	6.2%	?
COc1cccc(-c2nn(-c3ccccc3)cc2CN(C)Cc2ccno2)c1	-10.5%[9.22 µM]	10.8%	1.1%	7.7%	·	30.9%	·
c1cncc(-c2nc3ccccc3o2)c1	3.7%	·	-1.9%	4.4%	·	-6.9%[46.1 µM]	-3.2%
C=CCSc1nnc(-c2cc3c(-c4ccccc4)nn(C)c3s2)n1C	-15.5%	9.1%[38.3 µM]	0.0%	-7.4%	0.0%	?	-20.4%
CCN1CCN(CCNC(=O)c2ccc3c(c2)N(Cc2ccc(F)cc2)C(=O)/C(=C/c2ccccc2)S3)CC1	?	7.7%	-5.5%	-6.4%	-1.3%	-39.0%	·
Cn1c(=O)c2c(nc(SCC(=O)O)n2Cc2cc3c(cc2Cl)OCO3)n(C)c1=O	5.2%	13.5%[38.3 µM]	-1.0%	15.0%	-2.8%	4.2%[46.1 µM]	-0.9%
CC(=O)Nc1sc(C)c(C)c1C(=O)OCC(=O)N(CC(C)C)C1CCS(=O)(=O)C1 (stereo not drawn)	2.2%	?	-1.0%	7.1%	6.8%	-12.0%	-12.9%
C/C(=N\Nc1nc(-c2ccccn2)nc2ccccc12)c1ccc(F)cc1	-39.0%[9.22 µM]	·	11.8%	6.8%	·	-3.6%	·
COCC1CCCN(C(=O)c2ccc(OC3CCN(Cc4ccccn4)CC3)cc2)C1 (stereo not drawn)	-11.8%[9.22 µM]	15.4%	2.1%	2.2%	-7.9%	-11.3%	22.5%[46 µM]
CC(C)OP(=O)(c1ccc(N(C)C)cc1)C(O)c1c(Cl)cccc1Cl (stereo not drawn)	-6.6%	27.6%[38.3 µM]	-1.0%	0.4%	-3.9%	-26.6%[46.1 µM]	12.8%
O=C1CCC(C(=O)Nc2cccc(S(=O)(=O)N3CCOCC3)c2)N1 (stereo not drawn)	21.7%	-6.4%	-2.9%	-6.6%	1.7%	9.8%	·
O=C(CN(CC1CCCO1)C(=O)CCC(=O)Nc1nccs1)NCc1ccccc1 (stereo not drawn)	4.5%	4.0%	2.4%	12.4%	0.6%	-1.8%[46.1 µM]	-4.5%
CC(=O)CSc1nnc(-c2ccncc2)n1C	1.7%	14.7%[38.3 µM]	-0.8%	5.9%	18.5%	4.6%[46.1 µM]	9.3%
C[C@H](CCC(=O)O)C1CC[C@H]2C3CC[C@@H]4C[C@H](O)CC[C@]4(C)C3C[C@H](O)[C@]12C (stereo partly drawn)	·	2.9%	0.0%	13.9%	·	·	·
Cc1occc1C(=O)O/N=C(\N)c1ccccc1	19.8%[9.22 µM]	·	0.0%	5.7%	·	14.1%	·
O=C(NC(=S)Nc1ccc(C(F)(F)F)cc1)c1csnn1	12.1%	-2.8%	-0.6%	-26.8%	-1.3%	-6.6%	·
COc1ccc2nc3c(c([Si](C)(C)C(C)(C)C)c2c1)Cn1c-3cccc1=O	·	5.0%	9.0%	5.8%	-5.8%	·	·
CSc1ccccc1NC(=O)COc1ccccc1C	5.4%	11.6%	-1.8%	-25.1%	-1.0%	-41.0%	·
Oc1ccccc1C1CC(c2cccs2)=NC(c2ccc(Cl)cc2)N1 (stereo not drawn)	-14.1%[9.22 µM]	13.3%	?	8.1%	2.0%	20.0%	·
CN(c1ccc(C(=O)NCc2ccc3c(c2)OCO3)cc1)S(C)(=O)=O	14.1%	15.1%[38.3 µM]	1.8%	4.9%	-0.3%	-9.0%[46.1 µM]	15.9%

Only part of the results is shown; the hit share may differ from the screen's.
